LGR2 inh – inhibitors of bursicon-induced LGR2 CRE-luciferase signal, primary screen, cell-based, HEK293, CRE-luciferase reporter, bursicon stimulation | Drosophila bursicon receptor LGR2 (rickets) | bursicon-stimulated, 4 h | inhibition, % at 9.99 µM | actives 0.35% (n = 380,000) | AID 720647, 2013;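 active = drop in luminescence signal, shown as inhibition above about 50% in the replicate tests, limit read from the data, passing the limit was not always enough; inconclusive = probably only some replicates passing the limit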;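 note: agonist challenge used bursicon conditioned medium at about half maximal strength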
PAX8 reporter – inhibitors of PAX8-driven TPO luciferase reporter, primary screen, RMG-I cells, single concentration | SteadyGlo, 24 h | inhibition, % at 12.6 µM | actives 1.2% (n = 360,000) | AID 652154, 2013;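 active = mean replicate inhibition at least 60% with every replicate also reaching 60%; inconclusive = only one of the two criteria is met; inactive = mean below 60% and not all replicates reaching 60%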;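 note: luciferase light reporting Pax8 driven TPO promoter activity; plate controls were median of neutral control wells for no effect and mitoxantrone controls for full effect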
Statin myotox sup – suppressors of statin myotoxicity in C2C12 myotubes, primary screen, cell-based, single point, plate reader. C2C12 myotubes + simvastatin, ATP luminescence, 48 h; scaled: DMSO 0, geranylgeraniol control 100. rescue of ATP level, % at 7.49 µM. actives 0.78% (n = 330,000);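 active = mean ATP rescue above about 67%, or every replicate alone reaching that limit, limit read from the data, passing the limit was not always enough; inconclusive = no clear call, values can overlap the other calls; inactive = mean under the limit and some replicate under it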;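 note: myotubes were challenged with 10 µM simvastatin during compound exposure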
Cneo AK release – Cryptococcus neoformans cell lysis inducers, primary screen, AK release luminescence, single concentration | C. neoformans lysis, adenylate kinase release luminescence, 4 h; normalised: neutral wells 0, clomiphene wells 100 | lysis activity, % at 15 µM | actives 0.2% (n = 360,000) | AID 651654, 2012;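 active = mean lysis activity across replicates of at least 80%, whatever share of replicates individually reach that level; inactive = mean lysis activity below 80%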
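Material – Cryptococcus neoformans yeast cells · Quantity – 5 × 10^6 yeast cells/mL · Buffer or medium – YPD medium · Compound – single dose · Timing – 4 h static compound exposure, 37 °C, read 1 h post-reagent · Signal – adenylate kinase release luminescence · Read-out basis – lysis from increased AK signal · Benchmarks – Clomiphene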
ARNT-TACC3 inh – disruptors of ARNT/TACC3 protein interaction, primary screen, biochemical, AlphaScreen, single concentration; inhibition, % at 9.99 µM; AID 623870, 2012; actives 0.66% (n = 390,000); AlphaScreen His-ARNT PAS-B/GST-TACC3 binding, luminescence; TACC3 fragment carries E629A point mutation; Transforming acidic coiled-coil-containing protein 3 (Homo sapiens), Q9Y6A5;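 active = mean inhibition of replicates at least 50% and at least half of replicates each reaching 50%; inconclusive = half or more replicates reach 50% but mean below 50%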;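 note: 0% = complete ARNT plus TACC3 wells and 100% = ARNT alone without TACC3; many hits fall short of the cut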
PGC1a acetyl inh – inhibitors of PGC1a acetylation signal, primary screen, cell-based, U2OS, AlphaScreen, inhibitor mode. AlphaScreen anti-acetyl-lysine; with virally co-expressed GCN5 acetyltransferase. inhibition, % at 15.6 µM. actives 0.17% (n = 350,000). AID 651687, 2012;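 active = every replicate shows inhibition of at least 40%; inconclusive = mean inhibition at least 40% but some replicate below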;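 note: 0% = neutral control wells and 100% = positive control wells; some results beyond the cut were filed as inactive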
GSIS activator – GLuc luminescence reporter in INS-1E cells, primary screen for activators of glucose-dependent secretion of insulin; actives 0.61% (n = 370,000); activation, % at 16.6 µM; AID 743287, 2014; INS-1E GLuc reporter insulin secretion, 2-3 h;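 active = lowest replicate activation of at least 40%, so every replicate reaches that level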;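 note: 0% = median of neutral control wells and 100% = median of IBMX positive control wells; some compounds called inactive have numbers as strong as hits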
PglD DTNB – C. jejuni PglD acetyltransferase inhibitors, primary screen, biochemical, DTNB colorimetric, single point; inhibition, % at 12.5 µM; actives 0.098% (n = 360,000); UDP-N-acetylbacillosamine N-acetyltransferase PglD (Campylobacter jejuni); AID 602405, 2012; purified PglD enzyme, DTNB colorimetric CoA detection; in the data active = inhibition above about 16%, passing the limit was not always enough; inconclusive = no clear call, values can overlap the other calls; note: strong numbers were not always called active
Starred values were filed as active, the others as inactive; ? = inconclusive; · = not tested or not shown. An unsorted share of the library. About 2.9% of those tested had a hit in this group.

SMILES | LGR2 inh | PAX8 reporter | Statin myotox sup | Cneo AK release | ARNT-TACC3 inh | PGC1a acetyl inh | GSIS activator | PglD DTNB
CCS(=O)(=O)c1ccc2oc(Nc3ccccc3Br)nc2c1 | -67 | -36 | · | 0 | -5 | ? | -11 | -2
COc1cc(C(=O)NCC(c2cccs2)N2CCOCC2)cc(Br)c1OCc1ccccc1 (stereo not drawn) | 7 | 44 | -13 | -2 | 4 | -21 | -16 | 2
CC(=O)NC1=NN(C(C)=O)C(C)(CCS(=O)(=O)c2ccc(Br)cc2)S1 (stereo not drawn) | 33 | 5 | · | 6 | 10 | -8 | 8 | -4
CC(C)Nc1c([N+](=O)[O-])c(=O)oc2ccccc12 | 8 | -7 | · | · | -5 | 13 | 13 | ·
COc1ccc(NC(=O)CC(C)CC(=O)NCc2ccc(F)cc2)c(OC)c1 (stereo not drawn) | 1 | 3 | -2 | 1 | -4 | · | 9 | -6
CN(C)c1ccc(C(=O)Nc2ccc(S(=O)(=O)NC3=NCCCCC3)cc2)cc1 | · | -1 | 3 | 1 | -1 | · | · | -2
Cc1cccc(N2CCN(C(=O)Cn3nc(Cc4ccncc4)c4ccccc4c3=O)CC2)c1C | 3 | 0 | 7 | -4 | 11 | 10 | · | -2
Cc1ccc(S(=O)(=O)/N=C(/c2ccc(F)cc2)N2CCCC2)cc1 | -38 | 1 | · | · | 2 | · | -2 | ·
Cc1cccc(CSC(=N)N)c1 | 0 | -11 | · | · | -26 | · | -7 | ·
CS(=O)(=O)Nc1ccc(-c2cc(/C=C3\SC(N)=NC3=O)c[nH]c2=O)cc1 | -3 | 0 | 12 | -3 | 8 | -14 | -12 | -5
CCC(C)(C)NC(=O)CC(c1ccc(OC)cc1)n1cccc1 (stereo not drawn) | · | · | -5 | -2 | 5 | -2 | · | 0
C=CCN1CCN(C(=O)CSc2ccccc2)CC1 | -10 | -71 | 0 | -5 | 0 | 0 | -6 | -12
CC(C)NC(=O)Nc1ccc2c(c1)CC(=O)N([C@H](C)CO)C[C@H](C)[C@H](CN(C)CC1CC1)O2 | -18 | 0 | -10 | 46 | 6 | -5 | 3 | -8
Cc1ccc(NC(=S)Nc2ccc3cn[nH]c3c2)cc1C | -6 | -28 | · | · | 6 | · | 5 | ·
Cc1c(C(=O)CN2CCCC(C)(C)C2)c2ccccc2n1C | 2 | 4 | 1 | 3 | 2 | 12 | 4 | 9
CC(=O)C1=C(C)OC(N)=C(C#N)C1c1cc2cccc(C)c2nc1Cl (stereo not drawn) | · | · | 1 | 0 | -3 | 10 | · | 5
COc1ccc2cc(CN(CCCN3CCOCC3)Cc3nnnn3C3CCCC3)c(=O)[nH]c2c1 | · | · | -6 | -1 | 3 | 1 | · | 0
Cc1cc(C)cc(NC(=O)C(NCCN2CCOCC2)c2ccccc2)c1 (stereo not drawn) | -16 | 3 | · | · | -1 | 1 | 4 | ·
C/C(=N\NC(=O)c1nnn(-c2nonc2N)c1CSc1ccccc1)c1ccc2c(c1)OCO2 | 5 | 4 | -12 | 0 | 0 | 4 | -3 | 6
O=C(CCCSc1nc2ccccc2[nH]1)NC1=NCCS1 | · | · | 33 | -3 | -1 | -13 | · | -5
O=C(NNC(=O)c1ccncc1)Nc1cccc(C(F)(F)F)c1 | 0 | 9 | -2 | 2 | 1 | 1 | 2 | 5
O=C(Cn1nc(-c2ccccc2)ccc1=O)NCC1CCCO1 (stereo not drawn) | -1 | · | -10 | 4 | -2 | -4 | 15 | -3
CC1(N=Cc2cc(Cl)ccc2O)COP(=O)(Nc2ccccc2)OC1 (stereo not drawn) | -17 | 9 | · | · | -34 | · | 7 | ·
Cc1c(NC(=O)OCCNC(=O)Nc2ccccc2)sc(=S)n1C | · | · | 0 | 0 | -3 | -6 | · | -4
CCOC(=O)c1[nH]cnc1C(=O)N[C@@H](C)c1ccccc1 | -13 | -32 | -8 | 9 | 6 | · | 16 | 2
CC(C)NC(=O)N1[C@H](C(=O)N2CCC(Cc3ccccc3)CC2)[C@@H](CO)[C@@H]2Cn3c(cccc3=O)[C@@H]21 | 2 | -6 | -1 | 3 | 13 | -1 | 22 | 6
CC(C)[C@H](NC(=O)[C@@H]1CSCN1C(=O)OC(C)(C)C)C(=O)NCC1CCC(C(=O)O)CC1 (stereo partly drawn) | · | 2 | -5 | 3 | -1 | 2 | 8 | 3
CCc1noc(C)c1C(=O)Nc1nc(-c2ccc(OC)c(OC)c2)cs1 | 11 | · | -8 | · | -3 | · | 7 | ·
COc1ccccc1S(=O)(=O)N(C)C[C@@H]1OCc2ccccc2-c2ccccc2C(=O)N([C@@H](C)CO)C[C@H]1C | -20 | -12 | · | -3 | 4 | 11 | 10 | -3
C[C@@H]1CN([C@H](C)CO)C(=O)c2cc(C#Cc3ccccc3)cnc2O[C@H]1CN(C)S(=O)(=O)c1ccccc1F | 19 | 29 | 15 | 45 | -5 | -3 | -7 | 1
Cc1ccnc(SCCn2c(N3CCCCC3)nc3c2c(=O)n(C)c(=O)n3C)n1 | -16 | · | -2 | -2 | -30 | -8 | 14 | 4
CC(=O)c1cc2c(cc1NC(=O)CCn1cccc1)OCO2 | · | · | 22 | 2 | 2 | -4 | · | -6
CCCNC(=O)N1CC(=O)N2[C@H](C1)[C@@H](c1ccc(C#Cc3cccc(OC)c3)cc1)[C@@H]2CO | -8 | 21 | · | · | · | -13 | -11 | ·
COc1ccc2oc(=N)c(C(=O)Nc3ccccc3)cc2c1 | · | · | -5 | -2 | 7 | 4 | · | 7
COCCN(C(=O)CSc1nc2ccccc2s1)c1c(N)n(Cc2ccccc2)c(=O)[nH]c1=O | -36 | 5 | 3 | -1 | 1 | · | 14 | -5
COCc1c(C(=O)N2CCN(S(=O)(=O)c3ccccc3Cl)CC2)oc2ccccc12 | 0 | 18 | -7 | -2 | 4 | -1 | 4 | 0
C[C@@H]1CN([C@H](C)CO)C(=O)c2cccc(NC(=O)C3CC3)c2O[C@H]1CN(C)C(=O)Nc1ccc(C(F)(F)F)cc1 | -8 | · | 27 | -2 | 0 | 3 | 1 | -5
CO[C@@H]1CN(C)C(=O)c2ccc(NC(=O)Nc3ccc(Cl)cc3)cc2OC[C@H](C)NC[C@@H]1C | 12 | · | -13 | · | · | 10 | -8 | ·
CCN(CC)CCOC(=O)c1ccc(NC(=O)CCCN2C(=O)S/C(=C/c3ccc(OC)cc3)C2=S)cc1 | · | · | 4 | 35 | · | -6 | · | 0
Cn1cccc1/C=N/NC(=O)CNc1cccc2ccccc12 | · | 6 | · | 3 | · | 1 | · | -2
COC(=O)c1cc2occc2n1CC(=O)Nc1ccc(OC)c(OC)c1 | 3 | · | 1 | 0 | 1 | 8 | 8 | 5
CC(=O)c1ccc(S(=O)(=O)Nc2ccc(-n3c(C)nc4ccccc4c3=O)cc2)cc1 | -15 | 1 | -12 | 0 | 8 | · | 12 | -3
COc1ccc(OC)c(C2/C(=C(/O)c3ccc(C)cc3)C(=O)C(=O)N2Cc2ccco2)c1 (stereo not drawn) | 4 | 25 | · | · | -3 | · | 17 | ·
O=C(O)c1cc(NN=C2CCN(Cc3ccccc3)CC2)ccc1Cl | -10 | -72 | -2 | 1 | 1 | -1 | 3 | -1
CS(=O)(=O)N1CCN(c2ccc(NC(=O)COc3ccccc3)cc2)CC1 | -2 | 1 | · | 7 | -4 | -3 | -3 | 4
Cc1ccc(-c2ccc([C@H]3[C@@H](CO)N4C(=O)CN(C(=O)NC(C)C)C[C@@H]34)cc2)cc1 | -8 | -13 | · | · | · | -2 | -8 | ·
Cc1ccnc(NC(=O)CNC(=O)c2ccc3ccccc3c2)c1 | -19 | -14 | · | · | 2 | · | 3 | ·
CCN(CC)C(=O)[C@H]1CC(CC(=O)NCCN2CCOCC2)C(=O)N2CCc3c([nH]c4ccc(OC)cc34)[C@]12C (stereo partly drawn) | 15 | -13 | 3 | 0 | 5 | 13 | 1 | 0
Cc1ccc(-n2nc(CN3CCOCC3)c(-c3ccccc3)c2N)c(C)c1 | 16 | -12 | · | · | -9 | · | 4 | ·
CCN(CC)CCSc1nnc(Nc2ccccc2)n1-c1ccccc1 | -7 | 0 | -8 | -1 | · | -3 | 3 | 4
CCOC(=O)N1CCN(C(=O)C(C)(C)Oc2ccc(Cl)cc2)CC1 | 9 | -5 | 14 | -2 | -4 | 0 | 3 | -1
Cc1ccc(S(=O)(=O)N2CCC(C(=O)Nc3ccc(N4CCOCC4)cc3)CC2)cc1C | 7 | -11 | · | · | -8 | · | 10 | ·
O=C(CN1C(=O)c2ccccc2C1=O)Nc1cccc(S(=O)(=O)Nc2ccccc2Cl)c1 | 0 | 8 | · | · | 8 | · | -7 | ·
C/C(CC(=O)NC1CCCCC1)=N\NC(=O)c1ccc(Br)cc1 | -2 | -25 | 17 | 3 | 0 | 8 | -20 | -2
CC(=O)NCC1COc2ccccc2O1 (stereo not drawn) | -2 | 11 | -2 | -9 | 2 | 7 | -8 | 0

By substructure, those above containing a Cl atom (7)
SMILES | LGR2 inh | PAX8 reporter | Statin myotox sup | Cneo AK release | ARNT-TACC3 inh | PGC1a acetyl inh | GSIS activator | PglD DTNB
CC(=O)C1=C(C)OC(N)=C(C#N)C1c1cc2cccc(C)c2nc1Cl (stereo not drawn) | · | · | 1 | 0 | -3 | 10 | · | 5
CC1(N=Cc2cc(Cl)ccc2O)COP(=O)(Nc2ccccc2)OC1 (stereo not drawn) | -17 | 9 | · | · | -34 | · | 7 | ·
COCc1c(C(=O)N2CCN(S(=O)(=O)c3ccccc3Cl)CC2)oc2ccccc12 | 0 | 18 | -7 | -2 | 4 | -1 | 4 | 0
CO[C@@H]1CN(C)C(=O)c2ccc(NC(=O)Nc3ccc(Cl)cc3)cc2OC[C@H](C)NC[C@@H]1C | 12 | · | -13 | · | · | 10 | -8 | ·
O=C(O)c1cc(NN=C2CCN(Cc3ccccc3)CC2)ccc1Cl | -10 | -72 | -2 | 1 | 1 | -1 | 3 | -1
CCOC(=O)N1CCN(C(=O)C(C)(C)Oc2ccc(Cl)cc2)CC1 | 9 | -5 | 14 | -2 | -4 | 0 | 3 | -1
O=C(CN1C(=O)c2ccccc2C1=O)Nc1cccc(S(=O)(=O)Nc2ccccc2Cl)c1 | 0 | 8 | · | · | 8 | · | -7 | ·

High-throughput results from PubChem.
